ERG-DNA inh – qHTS for Small Molecule Inhibitors of the ERG Ets/DNA interaction. Transcriptional regulator ERG (Homo sapiens), P11308. fluorescence polarization, His-ERG Ets domain / labelled DNA. Potency, µM (series often up to 76.9 µM), without a hit: at the top dose FP activity, negative = inhibition, hits mostly inhibitors. hit rate 0.028% among 370,000. AID 624246, 2012; active means well fitted inhibition curve with a large enough effect in the polarisation, with a control signal flat; inconclusive means small, poorly fitted or top-dose-only effect, or effect the other way, or a change in a side signal; inactive means no such curve, though single readings can be large or run the other way; the % refers to the polarisation;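 further: polarization taken with two DNA probes labelled with fluorescein and Texas red; potency means the concentration at half of the fitted maximal effect; % of control where 0% means no effect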
Target sequence (P11308 whole entry, looked up, the tested form may be a part): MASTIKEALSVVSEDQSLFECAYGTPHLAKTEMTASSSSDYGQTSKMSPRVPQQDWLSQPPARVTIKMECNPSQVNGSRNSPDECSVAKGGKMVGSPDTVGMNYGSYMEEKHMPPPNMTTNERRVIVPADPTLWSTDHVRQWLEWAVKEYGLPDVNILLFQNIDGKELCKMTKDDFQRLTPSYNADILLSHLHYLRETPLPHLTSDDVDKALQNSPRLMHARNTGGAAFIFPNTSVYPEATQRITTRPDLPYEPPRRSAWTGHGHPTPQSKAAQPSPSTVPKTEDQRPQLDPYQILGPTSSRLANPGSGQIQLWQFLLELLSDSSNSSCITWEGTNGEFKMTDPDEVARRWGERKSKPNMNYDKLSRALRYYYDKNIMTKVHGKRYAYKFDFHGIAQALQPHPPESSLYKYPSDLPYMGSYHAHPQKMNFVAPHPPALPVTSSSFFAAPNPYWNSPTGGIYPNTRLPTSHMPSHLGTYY
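His-tagged ERG Ets domain (1 uM in the protein solution; 300mM KCl, 50mM Tris-HCl, 1mM EDTA, 1mM DTT, pH 7.5) received compound, then a probe mix of 5 nM fluorescein-DNA and 100nM Texas-615-DNA. Fluorescence polarization was read for both dyes.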
BAZ2B block – qHTS Assay for Inhibitors of BAZ2B; hit rate 4.4% among 360,000; AlphaScreen BAZ2B-H3K14Ac peptide displacement; Potency, µM (top dose mostly 114 µM), without a hit: at the highest dose activity change, negative = inhibition, actives largely listed as inhibitors; further: potency means the concentration at half of the fitted maximal effect; on the % scale 0 is the no-effect control and ±100 the full control effect; nearly all actives have a fitted effect of over 60% in size
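Protein-peptide AlphaScreen: BAZ2B 50 nM, b-H3K14Ac 50 nM, 1x PBS pH 7.4 + 0.01% Tween-20. Preincubation 30 min RT; cpd 30 min RT (top 110 uM); beads 20 min RT, light-protected.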
G9a block – qHTS Assay for Inhibitors of Histone Lysine Methyltransferase G9a. G9a H3K9 monomethylation, AlphaScreen, 2 h. Potency, µM (top dose mostly 102 µM), without a hit: top-dose activity, negative = inhibition, actives largely listed as inhibitors. hit rate 8.8% among 350,000; further: potency means the concentration at half of the fitted maximal effect; on the % scale 0 is the no-effect control and ±100 the full control effect; nearly all actives have a fitted effect of over 75% in size
Target sequence (Q96KQ7 913-1193 limits assumed): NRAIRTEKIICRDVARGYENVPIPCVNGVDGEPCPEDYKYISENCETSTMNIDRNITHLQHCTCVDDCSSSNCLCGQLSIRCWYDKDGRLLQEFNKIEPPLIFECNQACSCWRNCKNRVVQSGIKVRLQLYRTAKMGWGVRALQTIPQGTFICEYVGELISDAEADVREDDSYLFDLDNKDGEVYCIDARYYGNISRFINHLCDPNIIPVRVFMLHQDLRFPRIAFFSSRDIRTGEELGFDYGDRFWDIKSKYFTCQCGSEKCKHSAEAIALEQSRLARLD
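Chemiluminescent proximity detection of H3K9 monomethylation, read after 10 min bead incubation in the dark. Reaction: 20 nM G9a, 500 nM biotin-H3K9 peptide, 20 uM SAM cofactor, 2 h, room temperature, following 15 min enzyme-compound preincubation.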
JMJD2A Tudor inh – qHTS Assay for Inhibitors of JMJD2A-Tudor Domain; Lysine-specific demethylase 4A (Homo sapiens), O75164; AlphaScreen JMJD2A-Tudor / H3K4me3 peptide binding; Potency, µM (top dose mostly 114 µM), for the others: at the highest dose activity change, negative = inhibition, usual class: inhibitors; hit rate 4.4% among 390,000; AID 504339, 2011; further: potency means the concentration at half of the fitted maximal effect; on the % scale 0 is the no-effect control and ±100 the full control effect; nearly all actives have a fitted effect of over 50% in size
GLS inhibitor – qHTS for Inhibitors of Glutaminase (GLS); Potency, µM (series often up to 45.5 µM), for inactives: at the top dose activity change, negative = inhibition, usual class: inhibitors; hit rate 0.21% among 410,000; AID 624170, 2012; GLS enzymatic activity, qHTS titration; further: potency means the concentration at half of the fitted maximal effect; on the % scale 0 is the no-effect control and ±100 the full control effect
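Compounds were pin-transferred onto hKGA, after which L-glutamine (1 mM solution) and a detection mix of glutamate oxidase, HRP and Amplex Red were added. Initial and 30 min RT fluorescence reads were collected.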
Pin1 inh – qHTS Assay to Find Inhibitors of Pin1. Peptidyl-prolyl cis-trans isomerase NIMA-interacting 1 (Homo sapiens), Q13526. Pin1 FP peptide displacement, HiFluor488, 10 min. Potency, µM (titrated, usually from 115 µM), for inactives: top-dose activity, negative = inhibition, most hits filed as inhibitors. hit rate 0.009% among 390,000. AID 504891, 2011; active means well fitted inhibition curve with a large enough effect in the polarisation, with a control signal flat, not every such curve was filed as active; inconclusive means small, poorly fitted or top-dose-only effect, or effect the other way, or a change in a side signal; inactive means no such curve, though single readings can be large or run the other way; the % refers to the polarisation; further: potency means the concentration at half of the fitted maximal effect; on the % scale 0 is the no-effect control and ±100 the full control effect
PI4K2A block – qHTS for small molecular inhibitors of PI4K2A; Phosphatidylinositol 4-kinase type 2-alpha (Homo sapiens), Q9BTU6; purified PI4K2A, ADP-Glo luminescence, 1 h; active compounds read low; activity change, negative = inhibition, % at 76.9 µM; hit rate 0.13% among 420,000; AID 1346378, 2018; in the data active means activity change below about -50%; inconclusive means mostly about -30% to -49%;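 further: -100% = wells without enzyme as full effect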
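ADP-Glo luminescence measured ADP generated by PI4K2A enzyme (4 ug/mL before mixing) with 1.2 mM PI substrate (pre-mix) and 300 microM ATP (pre-mix). Tris pH7.5 buffer with MgCl2, Triton X-100; 1 h reaction at ambient temperature.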
Tb PGK inh – qHTS Assay to Find Inhibitors of Phosphoglycerate Kinase; Phosphoglycerate kinase, glycosomal (Trypanosoma brucei brucei), P07378; PGK/GAPDH coupled, Kinase-Glo luminescence, 60 min; Potency, µM (series often up to 57.5 µM), for the others: at the highest dose activity change, negative = inhibition, actives largely listed as inhibitors; hit rate 0.043% among 380,000; AID 602233, 2012; further: potency means the concentration at half of the fitted maximal effect; on the % scale 0 is the no-effect control and ±100 the full control effect; nearly all actives have a fitted effect of over 60% in size
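Luminescent ATP detection (Kinase-Glo Plus) follows a 60-minute room-temperature incubation, with wells lacking PGK as controls. Buffer: 100 mM TEA (pH 7.6), 5 mM MgCl2, 0.01% Tween-20. Coupling enzyme GAPDH (100 nM final) supplies unstable 1,3-BPG in-well.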
HP1b binding inh – HTS for Inhibitors of HP1-beta Chromodomain Interactions with Methylated Histone Tails; hit rate 0.56% among 390,000; Chromobox protein homolog 1 (Homo sapiens), P83916; Potency, µM (doses to about 114 µM), for the others: at the highest dose activity change, negative = inhibition, actives largely listed as inhibitors; AlphaScreen HP1-beta / biotin-H3K9me3 peptide binding; AID 540317, 2011; further: potency means the concentration at half of the fitted maximal effect; nearly all actives have a fitted effect of over 70% in size; inactives centre near 23
Target sequence (P83916 whole entry, looked up): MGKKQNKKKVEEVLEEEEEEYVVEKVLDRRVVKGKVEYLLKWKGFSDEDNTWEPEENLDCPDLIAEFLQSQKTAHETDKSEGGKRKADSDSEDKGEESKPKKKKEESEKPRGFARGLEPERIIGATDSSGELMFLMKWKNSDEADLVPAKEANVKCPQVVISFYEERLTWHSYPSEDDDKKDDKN
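AlphaScreen: HP1-beta (50 nM) preformed 30 min with biotin-H3(1-18)K9me3 peptide (50 nM) in PBS pH 7.4, 0.01% Tween-20. Compound added for 30 min at RT, then streptavidin donor/nickel chelate acceptor beads (10 ug/mL) for 30 min.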
* hit, by the source's call; i = inactive; ? = inconclusive; . = no result given; [ ] = remark or other dose. Unless noted, the call rests on the fitted dose curve; in most records, active means well fitted curve in the direction sought with a large enough effect; inconclusive means small, poorly fitted or top-dose-only effect, or another doubt; inactive means no such curve, though single readings can be large; an effect the other way counts as inactive or inconclusive.

SMILES	ERG-DNA inh	BAZ2B block	G9a block	JMJD2A Tudor inh	GLS inhibitor	Pin1 inh	PI4K2A block	Tb PGK inh	HP1b binding inh
O=C1CCCC2=C1C(c1ccccc1)CC(=O)N2c1ccc(F)cc1F (stereo not drawn)	9%	-13%	27%[12.7 µM]	?	1%	-8%	-8	i	28%
COc1cc(C(=O)Nc2ccc(NC(C)=O)cc2)ccc1OCc1ccccc1	0%	-6%	?	7%	7%	1%	0	1%	13%
Cn1cnnc1SCC(=O)Nc1nc(-c2ccccc2)cs1	1%	?	-18%	6%	3%	6%	5	-7%	42%[activator]
O=[N+]([O-])c1cccc(C2CC(c3ccccc3)=NN2c2ccccc2)c1 (stereo not drawn)	-12%	?	32µM*	28µM*	0%	-11%	5	i	?
COc1cccc(CN(C(=O)COc2ccc(Cl)c(C)c2)C2CCS(=O)(=O)C2)c1 (stereo not drawn)	9%	-11%	-1%[59 µM]	-17%	1%	1%	0	2%	25%
O=C1NC2(CCCCC2)C(=O)N1CC(=O)N(Cc1ccccc1)c1ccccc1	6%	-2%	14%	-15%	-5%	-6%	3	-4%	37%[57 µM]
C=CCNC(=O)C1CC(=O)N(c2ccc(OCC(=O)N3CCCC3)cc2)C1 (stereo not drawn)	7%	7%	35%[activator]	-20%	16%	-5%	-3	-5%	50%[activator]
Cc1cc(C(=O)NNC(=O)Nc2ccc(Cl)cc2)no1	5%	-19%	5%	6%	-25%	-14%	0	0%	38%[activator]
Fc1ccc(N/N=C/c2ccncc2)c(F)c1	1%	0%	?	-20%	13%	0%	3	10%	13%
CCOc1cc(C2C3=C(CCCC3=O)N(C)C3=C2C(=O)CCC3)cc(Cl)c1O	2%	5%	?	5%	61%[activator]	5%	-2	-7%	18%
CCOC(=O)[C@H]1[C@H]2COc3cc(OC)ccc3[C@@H]2N2C(=O)CN(CC3CCCO3)C(=O)[C@@]12C (stereo partly drawn)	-2%	9%	2%[2.33 µM]	-13%	-4%	-13%	2	-10%	17%
CC(=O)NCCn1c(SCc2cc(=O)n3cc(Cl)ccc3n2)nc2ccccc2c1=O	3%	3%	-10%[59 µM]	-14%	-4%	-2%	-2	-9%	-23%
CC1Cc2ccccc2N1C(=O)CN1C(=O)CN(C)C(=O)c2ccccc21 (stereo not drawn)	3%	?	13%	-17%	12%	-2%	0	-7%	28%
COc1ccccc1NC(=O)Cc1nnc(SCC(=O)Nc2ccccc2F)n1C	5%	0%	8%[59 µM]	11µM*	-13%	0%	3	1%	-14%
CC(=O)c1ccc(C(=O)NC2CCCN(Cc3ccccc3F)C2)s1 (stereo not drawn)	-3%	-3%	18%	-5%	-3%	-3%	-2	-8%	13%
COC(=O)[C@@H]1C[C@@]2(O)[C@H](O)[C@H](O)[C@H](O)C[C@H]2N1Cc1cccc2ccccc12	-8%	-16%	?	-2%	-1%	-2%	-1	-1%	26%
Cc1cc(C)n(-c2nc3ccccc3nc2Nc2cccc(C(=O)NCCc3ccccc3)c2)n1	2%	4%	-3%[59 µM]	-3%	-3%	-12%	0	-5%	28%
COCCOC(=O)C1=C(C)Nc2ncnn2C1c1ccccc1 (stereo not drawn)	12%	13%	-29%[59 µM]	?	24%	-2%	-1	-1%	5%
CC1CN(C(=O)CSc2nnc(NC(=O)NC(C)(C)C)s2)CC(C)O1 (stereo not drawn)	-4%	-3%	-43%	-9%	-2%	-5%	-4	4%	29%
O=C(CN1CCCc2ccccc21)N/N=C/c1ccc(O)cc1O	-7%	-27%	79µM*	?	31%[activator]	0%	5	i	-11%
CCc1nn2cc(C(=O)c3cc(Cl)ccc3O)cnc2c1-c1ccc(F)cc1	23%	?	45µM*	50µM*	-10%	7%	4	i	?
CCCCCCc1cc2cc(-c3nnc(-c4cccc(Cl)c4)o3)c(=O)oc2cc1O	-2%	16%	7%[59 µM]	3%	-1%	?	-12	-3%	28%
OCCCN1CCN(CCOc2ccccc2-c2ccccc2)CC1	21%	3%	22%[59 µM]	-20%	10%	11%	-5	7%	38%
COc1cc(/C=N/N=C(\N)c2nonc2N)ccc1O	-4%	12%	1%	-23%	0%	0%	-4	-4%	-29%

Taken from above.
Pin1 inh with CC(=O)c1ccc(C(=O)NC2CCCN(Cc3ccccc3F)C2)s1 (stereo not drawn) is entered as -3%
Tb PGK inh with CCOc1cc(C2C3=C(CCCC3=O)N(C)C3=C2C(=O)CCC3)cc(Cl)c1O is entered as -7%

More structures.
SMILES	ERG-DNA inh	BAZ2B block	G9a block	JMJD2A Tudor inh	GLS inhibitor	Pin1 inh	PI4K2A block	Tb PGK inh	HP1b binding inh
Nc1nonc1C(=O)NCCNc1ccc([N+](=O)[O-])cc1	-6%	-1%	-40%	-22%	3%	-2%	5	i	23%
Cc1ccc(C)c(S(=O)(=O)N2CCN(C(=O)C(C)Sc3ccccc3)CC2)c1 (stereo not drawn)	-11%	-1%	23%	-1%	21%	4%	5	-4%	22%
CCc1ccc(-n2c(=O)c3c4c(sc3n(CC(=O)NCCCOC)c2=O)CCC4)cc1	0%	1%	-3%[59 µM]	-8%	0%	8%	-3	-8%	17%
Cc1cccc(N2CCN(C(=O)CCCn3c(=S)[nH]c4cc5c(cc4c3=O)OCO5)CC2)c1C	-3%	7%	55%[activator][12.7 µM]	-19%	4%	2%	-6	i	17%
C#CCOCCOCCOCCNc1nc(N2CCN(C(=O)[C@H](CCCCN)n3cc([C@@H](N)CC(N)=O)nn3)CC2)nc(N2CCN(C(=O)[C@H](CCCCN)n3cc([C@@H](N)CC(N)=O)nn3)CC2)n1	0%	.	.	79µM*	0%	-9%	-1	5%	40%[activator]
Cc1cc(C)[n+]2[nH]c(N)c(N=Nc3ccccc3)c2n1	-2%	?	?	-30%	-12%	0%	-2	i	-5%
O=Cc1c(NCc2ccco2)nc2ccccn2c1=O	-4%	-5%	.	-11%	10%	-1%	3	i	40%[activator]
NC1=C([N+](=O)[O-])C(c2ccc(F)cc2)C2=C(CCCC2=O)O1 (stereo not drawn)	0%	6%	?	1%	9%	8%	3	11%	50%[activator]
Cc1ccc(S(=O)(=O)NCCCCCC(=O)Nc2cccc(C)c2)cc1	1%	0%	16%	21%	2%	4%	-7	-6%	12%
Cc1ccc(S(=O)(=O)CC(=O)N(CCCN2CCOCC2)c2nc3c(F)cccc3s2)cc1	-3%	-7%	?	-8%	1%	1%	0	-5%	13%
CCOC(=O)C1CCCN(C(=O)c2cc(Nc3ccc(OC)c(OC)c3)nc3ccccc23)C1 (stereo not drawn)	6%	?	-37%[59 µM]	?	-13%	?	-4	4%	-7%
CN1CCN(S(=O)(=O)Cc2ccc(Cl)cc2)CC1	44%[activator]	20%	-1%	-19%	-4%	-4%	-5	i	40%[activator]
CC1CN(S(=O)(=O)c2cccc(-c3csc(-c4ccccc4)n3)c2)CC(C)O1 (stereo not drawn)	5%	0%	18µM*	-1%	9%	9%	8	-7%	-5%
O=C(Cc1cccs1)NNC(=S)NCc1ccc(Cl)cc1	-21%	1%	.	-11%	3%	-3%	6	-5%	41%
COc1ccc(N(C(=O)COc2ccccc2OC)S(=O)(=O)c2ccc(Cl)cc2)cc1	-1%	-6%	-23%[59 µM]	-19%	15%	?	36	8%	6%
CCOc1ccc(NC(=O)CCC(=O)NNC(=O)COc2ccccc2C)cc1	10%	-22%	.	8%[11.4 µM]	2%	21%	-13	0%	40%[activator]
COc1ccc(S(=O)(=O)NN=C2CCCC2)cc1	-16%	-5%	24%[0.501 µM]	-12%	-4%	-5%	-1	-8%	27%
CCN(CC)CCNC(=O)C1(O)c2cc(Br)ccc2NC(=O)N1c1c(F)cccc1F (stereo not drawn)	-5%	-7%	8%	14%	2%	2%	0	-2%	34%[activator]
CCC(C)Sc1nc2c(c(=O)[nH]c(=O)n2C)n1CCc1ccccc1 (stereo not drawn)	6%	9%	-12%[59 µM]	6%	1%	2%	1	-16%	15%
CCC(=O)N1N=C(c2ccccc2)CC1c1ccc([N+](=O)[O-])cc1 (stereo not drawn)	.	?	-47%[59 µM]	-22%	0%	11%	4	-4%	8%
O=C(CSc1ccc([N+](=O)[O-])cn1)Nc1ccccc1N1CCOCC1	6%	-25%	40µM*	-27%	3%	-3%	-4	0%	16%
Cc1ccc(-n2ncc3c(NCc4ccccc4)ncnc32)cc1	-9%	-1%	12%	10%	16%	-3%	-7	5%	25%
COc1cc2c(=O)c(S(=O)(=O)c3ccc(F)cc3)cn(Cc3ccc(Cl)cc3)c2cc1OC	1%	1%	25%[59 µM]	3%	-1%	0%	-6	i	42%[activator]
O=c1[nH]c2cc([N+](=O)[O-])ccc2c2ccc([N+](=O)[O-])cc12	-10%	.	.	-11%	1%	9%	2	i	27%

Bioassay records (PubChem BioAssay)
